Screening results deposited in PubChem BioAssay by several laboratories.
HSF1 inh: HSF1 inhibition; actives 0.77% (n = 300,000); NIH3T3-HGL HSE-luciferase, MG132-induced, luminescence 8 h; hits give low values; activity change, negative = inhibition, % at 7.5 µM (by protocol);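 active = more than half of replicate wells show activity change below -50%, luminescence cut by over half; inconclusive = some wells, but at most half, below -50%; inactive = no replicate well below -50%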;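 also: luciferase reports HSF-1 transcriptional activity via heat shock element; 0% = median of DMSO wells and -100% = zero luminescence signal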
aSyn UTR inh: 5' untranslated region of α-synuclein, MLPCN primary screen. AID 1813. actives 0.82% (n = 300,000). inhibition, % (tested at 7.5 µM). alpha-synuclein 5'UTR reporter, inhibitor activity; in the data active = inhibition above about 60%; inconclusive = no clear call, values can overlap the other calls;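 also: H4 neuroglioblastoma cells stably carrying SNCA 5'UTR luciferase fusion; 0% = DMSO wells and 100% = positive control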
IEC-6 cytotox: IEC-6 cytotoxicity, counter-screen for KLF5 inhibitors. luminescence viability. inhibition, % at 5 µM. actives 0.78% (n = 290,000); in the data active = inhibition above about 22%;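 also: 0% = plate median of test compound wells and 100% = cytotoxic reference compound wells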
HSF-1 act: increases HSF-1 driven luciferase reporter signal; NIH3T3-HGL HSF-1 luciferase reporter, MG132, 8 h; 100% = twice DMSO control signal; actives 1.7% (n = 300,000); activation, % at 9 µM; AID 504408;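 active = mean replicate activation of at least 50% with a set share of replicates each reaching 50%; inconclusive = only one of those two conditions met; inactive = mean below 50% and too few replicates reaching it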;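 also: 0% = median of the neutral control wells and 100% = twice that signal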
HIF activator: HIF pathway transcriptional activation; U2OS HRE-luciferase reporter, luminescence; normalized: DMSO 0%, desferrioxamine 100%; activation, % at 7.5 µM (by protocol); actives 0.32% (n = 300,000); AID 1910;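 active = mean activation of at least 10% of the iron chelator positive control signal, with at least half of replicates also reaching 10%; inconclusive = mean and replicate majority disagree about reaching 10%; inactive = mean and most replicates under 10%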
Platelet DG rel: platelet dense granule release activity; human platelet-rich plasma, SFLLRN dense granule ATP release, luminescence; actives 0.22% (n = 300,000); inhibition, %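 (compounds screened at 7.5 µM in platelet-rich plasma)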;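 active = mean replicate score, as percent of positive control, at or above 50; inconclusive = mean below 50 but at least one replicate at or above 50; inactive = mean and every replicate below 50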
KLF5 inhibitor: suppresses KLF5 promoter-driven expression. DLD-1 KLF5 promoter-luciferase reporter, luminescence. inhibition, % at 5 µM. actives 0.23% (n = 290,000). AID 1700;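 active = inhibition above a per-plate limit of that plate's mean compound inhibition plus 3 SD, cut at about 60% in these data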;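 also: 0% = DMSO wells and 100% = LY294002 at 200 µM; higher means less KLF5 promoter-driven luciferase light; inactives centre near -14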
AI-2 QS mod: modulates the Vibrio harveyi AI-2 quorum sensing system | Vibrio harveyi JMH597 AI-2 luminescence/OD600 ratio, 9 h; hits give low values; strain lacks LuxN and CqsS sensors; 0 = neutral-control median | activity change, % at 7.5 µM | actives 0.4% (n = 300,000) | AID 2094; in the data active = activity change below about -75%, passing the limit was not always enough; inconclusive = no clear call, values can overlap the other calls;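 also: luminescence divided by OD600 gain over 9 h not by final OD600 alone; inactives centre near 13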
HSP90 inh: inhibitors of HSP90 luciferase refolding in rabbit reticulocyte lysate | luciferase refolding luminescence, 3 h | inhibition, % at 5.6 µM | actives 0.91% (n = 290,000);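 active = inhibition above the screen-wide mean plus 3 SD, computed separately per campaign, cut at about 16% in these data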;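 also: 0% = DMSO wells and 100% = 60 µM geldanamycin wells; inhibitors lower the luminescence because luciferase stays unfolded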
SKKanGAS inh: blocks kanamycin growth of S. pyogenes SKKanGAS strain. BacTiter-Glo, 6 h. inhibition, % at 7.5 µM. AID 1662. actives 1.3% (n = 300,000);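 active = mean replicate score, as percent of positive control median, at least 50; inconclusive = mean below 50 but one replicate at or above 50; inactive = mean and every replicate below 50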;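 also: strain carries kanamycin resistance gene driven by streptokinase promoter and grows in 40 µg/ml kanamycin; loss of luminescence reflects streptokinase promoter inhibition or plain growth inhibition; 0% = median of DMSO wells and 100% = positive control at its reference dose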
An asterisk follows results filed as active; ? = inconclusive; . = no result given.

SMILES	HSF1 inh	aSyn UTR inh	IEC-6 cytotox	HSF-1 act	HIF activator	Platelet DG rel	KLF5 inhibitor	AI-2 QS mod	HSP90 inh	SKKanGAS inh
CC(Oc1ccc2c3c(c(=O)oc2c1)CCC3)C(=O)N[C@@H](Cc1ccccc1)C(=O)O (stereo not given in full)	-2	3	-3	-5	0.3	-3	-21	6	0	7
NS(=O)(=O)c1ccc(CNC(=O)CCC2CCCCC2)cc1	1	-3	-2	7	-0.6	9	-11	23	6	-5
O=C(OCCN=C1NS(=O)(=O)c2ccccc21)c1ccncc1	-2	-10	-3	0	-0.3	6	-37	9	1	1
COC(=O)C(Cc1c[nH]c2ccccc12)N1CCS(=O)(=O)CC1 (stereo not given)	5	-11	-6	-13	-0.3	-7	-17	7	0	1
CCCCCNC(=O)c1cc(S(=O)(=O)N2CCCCC2)ccc1F	7	2	-4	14	0.1	-5	-18	16	5	-6
Cc1cccc(C)c1OCCNC(=O)CCC(=O)c1ccccc1	1	-7	-7	8	0.1	2	-16	8	-4	-1
CN1CCN(C(=O)/C(=C/c2ccc(F)cc2)NC(=O)c2ccccc2)CC1	-2	-3	-4	-5	-0.3	3	-4	24	-2	-7
COc1ccc(S(=O)(=O)N2N=C(c3cccc(NS(C)(=O)=O)c3)CC2c2ccco2)cc1 (stereo not given)	-4	-4	-8	3	0.5	-11	-14	27	0	10
CC1CCCC(NC(=O)c2cn(C)c3ccc(S(=O)(=O)N4CCCC4)cc3c2=O)C1C (stereo not given)	-3	30	-2	-3	-1.4	-1	-12	30	3	-1
COc1cccc(OCc2cc(C(=O)N3CCC(C(O)C(C)C)CC3)no2)c1 (stereo not given)	1	-11	1	3	-0.8	-7	-32	12	0	9
O=C(CSc1ncn(-c2ccccc2)n1)N1CCN(c2ccccc2)CC1	0	3	-5	8	-14	3	-5	14	35*	-4
O=C(CNC(=O)c1ccccc1F)OCC(=O)c1ccc(Cl)s1	4	-11	-3	17	-0.2	18	-15	0	5	-10
C=CCN1C(=O)c2ccc(C(=O)OCC(=O)Nc3ccc(S(N)(=O)=O)cc3)cc2C1=O	1	0	.	18	-2.2	7	.	2	.	-15
CCn1c(/C=C/c2cccc([N+](=O)[O-])c2)nc2ccccc2c1=O	1	21	-1	6	0.1	1	-10	13	4	0
O=C(c1cccc(C(F)(F)F)c1)N1CCN(c2cc(=O)[nH]nc2-c2ccccc2)CC1	0	17	0	17	-0.7	4	25	16	1	4
COc1ccc(NC(=O)CC2C(=O)N(C)C(=S)N2Cc2ccncc2)cc1 (stereo not given)	-2	27	6	-11	-0.1	-1	-34	33	-2	1
CCCNCc1cc(Cl)c(OCC)c(Cl)c1	24	-6	-2	33	-0.2	-5	-27	7	-2	-10
Cc1ccc2nc(Cl)c(CNCc3ccccc3)cc2c1	5	-29	0	20	0.1	3	-29	-82*	-4	11
CSc1ccccc1NC(=O)C1=CC(c2cccs2)=NS(=O)(=O)N1C	-2	-33	-2	-4	0.8	16	2	19	-3	-1
Cc1cc(OC(C)C(=O)NC2CC(C)(C)NC(C)(C)C2)c2c(C)cc(=O)oc2c1 (stereo not given)	-4	-8	3	1	-0.5	-7	-27	13	1	3
COc1ccc(NC(=O)CSc2nc(N)c3cc4c(nc3n2)CCCC4)cc1	41	-31	6	58*	1.6	24	-20	24	4	8
CNC(=S)NC12CC3CC(CC(C3)C1)C2	1	4	-4	1	0.0	-3	-4	12	3	-9
O=S(=O)(c1cccs1)N1CCN(c2ccc(F)cc2)CC1	1	-3	0	4	-0.2	6	-17	11	-4	5
O=C(CN(CCc1ccccc1)C(=O)Cn1nnc(-c2cccs2)n1)NCc1ccco1	-6	29	4	-3	-0.1	-1	5	1	2	-1
Cc1ccc(N2CCN(c3ncccc3[N+](=O)[O-])CC2)c(C)c1	-2	-21	6	0	-0.4	-1	-42	5	6	17
O=C(CN1CCc2cc3c(cc2C1)OCCCO3)Nc1cccc([N+](=O)[O-])c1	3	-4	-13	30	-0.1	1	-7	6	11	3
O=c1oc2cc(O)ccc2cc1-c1ccc(F)cc1	15	-115	-6	3	1.1	35	-90	12	3	12
CCO[C@H]1OC(C(=O)NCc2ccccc2)=C[C@@H](c2ccc3c(c2)OCO3)[C@@H]1CCCO	-3	15	-3	-12	-6.3	-1	3	15	3	2
Cc1cc(C)cc(N(CC(=O)Nc2ccc(C)cc2Cl)S(=O)(=O)c2c(C)[nH]c(=O)[nH]c2=O)c1	6	-9	3	3	0.2	-1	-16	15	4	-1
Nc1nc2n(n1)C(c1ccco1)CC(c1ccc(Cl)cc1Cl)N2 (stereo not given)	-2	37	-4	-11	-2.4	13	-4	5	0	5
O=Cc1cn[nH]c1-c1cccc([N+](=O)[O-])c1	10	26	5	-7	-0.4	5	-8	10	-5	2
O=C(COc1ccc2c(c1)oc(=O)c1ccccc12)NCCN1CCOCC1	1	4	-3	6	-0.8	-19	-6	21	5	-5
COc1ccc(S(=O)(=O)N2CCN(c3ccccn3)CC2)c(OC)c1	2	-6	0	-2	-1.3	5	-13	13	3	1
CC(C)C(CCN1C(=O)CCC1=O)C1CCOC(C)(C)C1 (stereo not given)	-12	-8	-7	-2	-0.1	1	8	13	-3	-1
O=C(c1ccccc1Cc1ccccc1)N1CCN(S(=O)(=O)c2ccccc2Br)CC1	4	23	.	19	-0.7	11	.	-2	.	6
CN(C(=O)CSc1ncnc2scc(-c3ccccc3)c12)C1CCS(=O)(=O)C1 (stereo not given)	-5	5	-5	6	-0.2	-1	0	8	4	10
COc1cccc(-n2cnc3c(sc4nc(N5CCOCC5)c5c(c43)CCCC5)c2=O)c1	-4	15	-6	-13	-1.0	-3	4	6	-5	28
CC(NC(=O)c1ccc2ccccc2n1)c1ccc(Br)cc1 (stereo not given)	1	35	5	8	-0.9	1	-1	6	4	5
O=C(CCC1CCCC1)Nc1ccc(OCC(=O)N2CCOCC2)cc1	4	-10	3	6	0.4	-3	-31	2	4	-7
CC(Sc1ccccc1)C(=O)N/N=C/c1ccccc1 (stereo not given)	-3	7	.	2	0.3	4	.	11	.	1
CCOC(=O)N1CCC(NC(=O)c2sc3nc4n(c(=O)c3c2C)CCCC4)CC1	4	8	-2	18	-0.8	-1	8	-6	5	-1
CCOc1ccc(OCCN(C)Cc2ccccc2)cc1	0	17	4	-15	0.7	-6	-17	2	4	4
NC(=O)CC1C(=O)N(c2ccccc2)C(=S)N1NC(=O)c1ccc(Br)cc1 (stereo not given)	13	-56	1	8	2.5	-2	-45	12	-1	8
Cn1cc(/C=C/c2cc[n+](C)cc2)c2cc(F)ccc21	-15	23	4	6	1.3	-3	-8	1	3	8
Cc1cc(-c2ccc(C)c(S(=O)(=O)NCCc3ccco3)c2)on1	2	3	10	0	.	-9	4	-6	5	0
Cc1cc2cc(C)c(NCCNC(=O)c3ccccc3Cl)nc2cc1C	0	14	-5	17	0.0	5	10	-8	-1	-1
CCN1CCCC1CNCC(=O)Nc1ccc(OC(F)(F)F)cc1 (stereo not given)	-8	2	8	-15	0.0	1	-28	6	6	1
c1ccc(-c2nnc(-c3ccco3)o2)cc1	25	-137	-5	39	3.4	0	-98	16	-2	0
O=C1NCC(CN(c2ccccc2)c2ccccc2)O1 (stereo not given)	3	25	-2	2	0.2	3	-5	21	1	-4
Cc1ccc(C)c(NC(=O)CCC(=O)N/N=C/c2cccnc2)c1	.	.	3	.	.	.	-22	6	-3	.
Cc1ccc(C(=O)C(C)OC(=O)C2=COCCO2)cc1C (stereo not given)	-5	-9	5	8	0.5	-32	5	12	0	-5
COc1ccc(CCN(C(=O)C(F)(F)F)C(C(=O)NC2CCCC2)c2cccs2)cc1OC (stereo not given)	5	17	-3	-12	0.1	-1	-32	13	1	6
O=C(CCCN1C(=O)C2CCCCN2C1=O)N1CCN(c2ccc([N+](=O)[O-])cc2)CC1 (stereo not given)	-3	-5	-1	1	-0.1	-2	-33	17	-1	-4
Cc1ccc(Cn2c(NCCCn3ccnc3)nc3c2c(=O)n(C)c(=O)n3C)cc1	3	2	2	19	-0.1	6	-40	14	-2	4
CCN(CC)CCNC(=O)C1c2ccccc2C(=O)N(C)C1c1cn(C)c2ccccc12 (stereo not given)	1	3	-5	1	-0.2	0	-40	4	-1	-4
Cc1cc(NS(=O)(=O)c2ccc(Nc3nc(-c4sc(N)nc4C)cs3)cc2)no1	7	-1	-11	3	0.1	?	-30	20	4	8
O=C1CCCN1CCC1CCCCN1Cc1nc(-c2cnccn2)no1 (stereo not given)	0	-14	7	-8	0.0	6	-7	1	2	0
O=C1CC(NCc2ccccc2F)C(=O)N1c1ccccc1 (stereo not given)	0	15	0	-4	-0.4	2	-34	6	1	4
O=C(CNS(=O)(=O)c1ccc(Br)s1)N1CCC(N2CCCCC2)CC1	.	.	-4	.	.	.	-19	23	-1	-2
Cc1cc(C(=O)CSc2nnc(-c3ccc(Cl)cc3)n2C)c(C)n1CC1CCCO1 (stereo not given)	-9	9	5	-5	-0.2	-3	11	31	4	-10
Remaining list, next part
SMILES	HSF1 inh	aSyn UTR inh	IEC-6 cytotox	HSF-1 act	HIF activator	Platelet DG rel	KLF5 inhibitor	AI-2 QS mod	HSP90 inh	SKKanGAS inh
C=CCSc1nc2c(sc3nc(C)cc(C)c32)c(=O)[nH]1	-8	-21	-2	4	-0.7	3	-19	14	2	38
COc1cc2cc(C(=O)N/N=C/c3ccc(F)cc3)[nH]c2cc1OC	-6	-21	-13	-3	2.0	3	-29	19	3	-5
CN(C)S(=O)(=O)c1cccc(NC(=O)COc2cccc(C#N)c2)c1	6	-2	10	18	0.6	-6	-22	11	-2	-4
CC(C(=O)Nc1ccccn1)N1C(=O)c2ccccc2S1(=O)=O (stereo not given)	-6	-1	.	-19	-1.1	1	.	13	.	-7
CC(NS(=O)(=O)c1ccc(Br)cc1)C(c1cccs1)N1CCOCC1 (stereo not given)	-3	-13	1	-16	0.2	1	2	20	-3	-1
c1ccc(Cn2nnnc2C(c2ccncc2)N2CCOCC2)cc1 (stereo not given)	-8	9	-3	-6	-0.1	-5	-47	19	1	1
COC(=O)c1ccccc1NC(=O)c1cnn2c(C)cc(C)nc12	-3	17	9	-4	0.1	3	2	0	-1	-7
O=C(CNC(=O)/C(=C\c1ccc(Br)cc1)NC(=O)c1ccccc1)OCc1ccccc1	-12	10	0	-3	-0.3	-3	-16	20	-3	1
COCCn1cnc2c1c(=O)n(CC(=O)OCC(=O)NCC(F)(F)F)c(=O)n2Cc1ccccc1	-2	9	0	-8	0.1	4	-2	26	1	4
Cc1cc(C)cc(NC(=O)COC(=O)COc2cccc3c2OC(C)(C)C3)c1	-6	-1	.	-20	0.4	-18	.	22	.	-4
Cc1ccc(C(=O)NN2C(=O)C3C4C=CC(C5CC45)C3C2=O)cc1 (stereo not given)	2	7	-5	-5	0.5	-2	-13	18	-3	1
